tim23-1 inh: growth inhibitors of tim23-1 mutant yeast, primary screen, luminescence, uHTS; AID 463212, 2010; 1.3% of 330,000 active; S. cerevisiae tim23-1 growth, BacTiter-Glo luminescence, 24 h; inhibition, % at 20 µM;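 active means growth inhibition of the mutant yeast at or above 50%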;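 further: temperature-sensitive mutant grown at 25 °C; plate controls were DMSO-treated mutant yeast for no effect and medium wells lacking yeast for full effect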
CCR6 antagonist: CCR6 receptor antagonists, primary screen, cell-based, CHO-K1, luminescence, beta-arrestin, uHTS; 0.49% of 340,000 active; CHO-K1 CCR6 PathHunter beta-arrestin, CCL20-stimulated; AID 493098, 2011; inhibition, % at 20 µM; C-C chemokine receptor type 6 (Homo sapiens), P51684;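 active means compounds whose inhibition of the agonist-driven luminescence signal at 20 µM reaches about 50%, limit read from the data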;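 further: cells stimulated with CCL20 at 14 nM final; plate controls were DMSO with CCL20 for no effect and DMSO without agonist for full effect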
Target sequence (P51684 whole entry, looked up): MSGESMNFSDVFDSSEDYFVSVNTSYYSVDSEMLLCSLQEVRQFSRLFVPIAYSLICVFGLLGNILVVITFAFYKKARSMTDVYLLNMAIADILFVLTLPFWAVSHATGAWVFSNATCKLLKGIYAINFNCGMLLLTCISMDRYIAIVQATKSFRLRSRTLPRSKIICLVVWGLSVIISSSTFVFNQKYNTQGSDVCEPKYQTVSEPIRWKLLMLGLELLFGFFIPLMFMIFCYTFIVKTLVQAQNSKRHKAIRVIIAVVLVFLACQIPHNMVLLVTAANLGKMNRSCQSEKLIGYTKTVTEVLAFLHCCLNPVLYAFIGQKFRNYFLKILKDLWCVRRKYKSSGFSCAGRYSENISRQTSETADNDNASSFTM
CHOP UPR activ: activators of apoptotic CHOP UPR arm, primary screen, cell-based, CHO-CHOP luciferase reporter, luminescence, uHTS; UPR activation; percent of tunicamycin response over DMSO baseline; activation, % at 10 µM; 0.34% of 330,000 active;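 active means at 10 µM dose, activation of 40% or more, normalized to positive control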;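 further: 100% = tunicamycin at 10 µg/mL and 0% = DMSO alone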
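System: CHO-CHOP luciferase reporter cell line; amount: 500 cells/well; buffer or medium: F12 medium containing 10% fetal bovine serum; incubation: 6 h compound exposure at 37 °C after overnight seeding; measured by: luciferase luminescence after 10 min with Steady-Glo reagent; evaluation: % reporter activation, DMSO baseline versus tunicamycin full activation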
APJ ag: agonists of human apelin receptor APJ, primary screen, CHO-K1 cells, PathHunter beta-arrestin, luminescence | P35414 | 0% DMSO wells, 100% apelin | activation, % at 20 µM | 0.11% of 330,000 active;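 active means activation more than six SD over the plate average, tested at 20 µM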;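 further: 0% = DMSO alone and 100% = apelin-13 at 10 nM; some results filed as inactive read as strong as hits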
Target sequence (P35414 whole entry, looked up): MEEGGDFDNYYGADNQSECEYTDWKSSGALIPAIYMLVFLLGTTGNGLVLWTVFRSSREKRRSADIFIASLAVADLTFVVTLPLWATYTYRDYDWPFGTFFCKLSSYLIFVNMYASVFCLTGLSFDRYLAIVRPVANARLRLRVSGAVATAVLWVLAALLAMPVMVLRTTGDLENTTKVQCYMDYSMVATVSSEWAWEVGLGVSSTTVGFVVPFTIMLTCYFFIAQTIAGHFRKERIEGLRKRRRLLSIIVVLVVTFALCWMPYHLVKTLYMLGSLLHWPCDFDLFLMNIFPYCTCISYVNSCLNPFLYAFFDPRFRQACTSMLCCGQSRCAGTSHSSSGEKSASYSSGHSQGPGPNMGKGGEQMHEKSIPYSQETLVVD
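Assay system – PathHunter CHO-K1 APJ (AGTRL-1) beta-arrestin reporter cells · Compound – one dose, 20 µM compound, 1% DMSO · Timing – compound 90 min 25 °C, reagent 1 h · Measured by – luminescence from split beta-galactosidase complementation, Galacton Star/Emerald II substrate · Measure – beta-arrestin recruitment to APJ as agonist activity, luminescent signal · Benchmarks – DMSO vs Apelin-13 10 nM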
UPR XBP1 act: activators of adaptive XBP1 UPR arm, primary screen, cell-based, CHO-XBP1 luciferase reporter, luminescence, uHTS; IRE1-XBP1 UPR activation; percent of tunicamycin response, DMSO as zero; activation, % at 20 µM; 0.33% of 330,000 active;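 active means versus positive control, 20 µM dose yields 30% or more activation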;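 further: 100% = tunicamycin at 10 µg/mL and 0% = DMSO only wells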
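Assay system: IRE1-XBP1 luciferase reporter CHO line. Input: 1000 cells/well. Buffer or medium: F12 with 10% serum. Doses: 20 µM, 1% DMSO. Times: overnight seeding at 37 °C, 6 h compound treatment at 37 °C. Technique: Steady-Glo luciferase glow luminescence, 10 min after reagent addition.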
CXCR6 block: CXCR6 receptor inhibitors, primary screen, cell-based, beta-arrestin, luminescence, CHO-K1 PathHunter, 1536-well; C-X-C chemokine receptor type 6 (Homo sapiens), O00574; inhibition, % at 20 µM; 0.36% of 360,000 active; AID 602244, 2012; in the data active means inhibition above about 34%, passing the limit was not always enough;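 further: antagonist mode with CXCL16 agonist at 10 nM final; 0% = 10 nM CXCL16 with DMSO and 100% = unstimulated wells without agonist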
EBI2 block: EBI2 receptor antagonists, beta-arrestin recruitment, primary screen, cell-based, luminescence, 7a,25-OHC stimulation, uHTS; 7a,25-OHC stimulated; inhibition, % at 5 µM; G-protein coupled receptor 183 (Homo sapiens), P32249; 0.81% of 360,000 active; in the data active means inhibition above about 38%;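 further: enzyme fragment complementation signal reports receptor beta-arrestin coupling in cells; 0% = agonist plus DMSO wells and 100% = wells without agonist; some results beyond the cut were filed as inactive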
Mdm2 MdmX PPI: inhibitors of human Mdm2-MdmX association, primary screen, cell-based, luminescence, split luciferase, SaOS-2, uHTS; Protein Mdm4 (Homo sapiens) + E3 ubiquitin-protein ligase Mdm2 (Homo sapiens), …; SaOS-2 split-luciferase Mdm2/MdmX complementation; inhibition, % at 8 µM; 3% of 330,000 active; AID 485346, 2010;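 active means inhibition of at least 50% at 8 µM in the primary screen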
APJ antag: antagonists of human apelin receptor APJ, primary screen, CHO-K1 cells, beta-arrestin complementation, luminescence; P35414; 0.32% of 330,000 active; inhibition, % at 20 µM;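 active means inhibition above about 40% at 20 µM, limit read from the data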;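 further: cells challenged with 10 nM apelin-13 agonist together with compound; plate controls were apelin-13 plus DMSO wells for no effect and DMSO wells lacking apelin-13 for full effect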
* = called active by the depositor; nt = not tested or not shown; & = joins results of further samples. These rows are one share of the data, so the mix of outcomes need not match the whole.

SMILES | tim23-1 inh | CCR6 antagonist | CHOP UPR activ | APJ ag | UPR XBP1 act | CXCR6 block | EBI2 block | Mdm2 MdmX PPI | APJ antag
CCC(C)C(=O)Nc1nnc(SCC(=O)Nc2ccccc2F)s1 (stereo not given) | 6 | -1 | 0.9 | -3 | -2 | 10 | 0 | 24 | 10
CC[n+]1cccc(-c2nc3ccccc3s2)c1 | 16 | -8 | -4.1 | -1 | -4 | 9 | -5 | 7 | -10
Cn1nnnc1SCc1cc(=O)[nH]c2ccccc12 | 1 | -2 | 0.7 | 0 | -2 | -5 | -2 | -50 | 1
Cc1ccc(NC(=O)Cn2cc3c(n2)CCC(C)C3)cc1 (stereo not given) | 21 | -5 | -1.1 | -1 | -1 | -6 | -6 | -4 | 5
CSc1nc2nccc(-c3ccc4c(c3)OCO4)n2n1 | 2 | 15 | 0.8 | 0 | 0 | -3 | -10 | 0 | -20
Cc1ccccc1-c1nc(-c2ccc(NC(=O)c3ccc4c(c3)OCO4)cc2)no1 | -19 | -13 | 0.1 | 5 | 3 | -5 | 21 | 38 | 3
Cc1c(OCC(=O)NCc2ccccn2)ccc2c(-c3ccccc3)cc(=O)oc12 | 11 | 11 | 0.6 | -1 | -2 | 5 | 3 | -30 | 10
CCOCCCNC(=O)/C(C#N)=C/c1cc(C)c(O)c(C)c1 | 23 | 20 | -0.1 | -5 | 5 | 20 | 9 | 1 | 27
O=C(Nc1ccc(SC(F)F)cc1)C1=COCCO1 | 4 | -3 | 0.4 | 2 | -3 | -3 | -21 | -86 | -4
CCOC(=O)[C@H]1[C@H]2COc3cc(OC)ccc3[C@@H]2N2C(=O)c3ccc(C)cc3NC(=O)[C@@]12C | 11 | -6 | 2.0 | 4 | -2 | -6 | 2 | 32 | -7
Cc1ccc(C)c(S(=O)(=O)Nc2ccc(-n3cnnn3)cc2)c1 | 13 | 8 | -1.2 | -2 | 0 | -1 | 1 | 8 | 8
COc1cc(C(=O)OC(C)CN2CCCCC2)cc(OC)c1OC (stereo not given) | 0 | 4 | -0.9 | -3 | -2 | 3 | -17 | 13 | -10
O=C(CCc1ccncc1)NC1CCCc2c1cnn2-c1ccc(F)cc1F (stereo not given) | -12 | 2 | 0.3 | 3 | -1 | -6 | -8 | 19 | -2
CCOC(=O)Cc1csc(SC(C)C(=O)Nc2ccc(NC(C)=O)cc2)n1 (stereo not given) | 0 | 4 | -1.0 | 1 | 2 | -9 | -14 | -9 | -1
C=CCn1c(SCC(=C)C)nc2c1c(=O)[nH]c(=O)n2C | -3 | 4 | -1.4 | -2 | -3 | -8 | -1 | -11 | -55
O=C(CSc1cc(Cl)ccc1Cl)NCCCn1ccnc1 | 19 | 0 | 0.5 | -1 | 3 | -3 | -14 | 8 | -4
CC(=O)Nc1ccc(SCC(=O)Nc2ccc3c(c2)OCCO3)cc1 | 5 | 0 | 4.0 | -5 | 1 | 6 | 1 | 7 | -9
O=C(c1cccc(C(F)(F)F)c1)C1CCCN(C(=O)CCCN2CCCC2=O)C1 (stereo not given) | -5 | 9 | -0.6 | -1 | 0 | -6 | -1 | 17 | 15
O=C(COc1cccc2cccnc12)N/N=C1\SCC(=O)N1Cc1ccccc1 | 8 | -1 | -0.3 | -1 | -1 | -1 | -5 | 14 | 11
CCOc1ccc(N(Cc2cc3ccc(C)cc3[nH]c2=O)S(C)(=O)=O)cc1 | 5 | -2 | -1.5 | -1 | 0 | -6 | 4 | 3 | -10
CC(=O)Nc1ccc(S(=O)(=O)N2CCC(C(=O)NC3CCCC3)CC2)cc1 | -10 | 6 | -0.4 | -2 | -1 | -1 | -4 | 10 | 7
Cc1cc(C(=O)C(=O)NC(C)C)c(C)n1-c1ccc([N+](=O)[O-])cc1 | 7 | -6 | -0.9 | -2 | 0 | -1 | -3 | -11 | 10
CC(=O)c1cccc(NC(=O)CCCN(C)S(=O)(=O)c2ccc(F)cc2)c1 | 13 | 6 | 1.6 | 2 | -5 | -2 | -3 | 13 | 6
Cc1ccccc1NC(=O)CSc1nnc2ccc(-c3ccncc3)nn12 | -9 | 12 | 0.3 | 10 | -3 | -5 | -1 | 9 | -69
CN(C)CCOC(=O)C1(c2ccccc2)CCOCC1 | 7&-3 | -7&3 | -1.1&2.6 | 1&-3 | -2&-3 | 2&-4 | -4&0 | 0&3 | 15&-8
Cc1ccc(-c2csc3nc(C)n(N)c(=O)c23)o1 | 2 | 16 | 2.5 | -3 | 6 | 3 | -7 | -19 | -17
O=C(O)CC(NC(=O)c1ccco1)c1ccco1 (stereo not given) | 7 | 5 | 0.8 | 1 | -6 | 4 | 9 | 0 | 6
COc1cc(/C=N/NS(=O)(=O)c2ccc(C)c([N+](=O)[O-])c2)ccc1O | 31 | 6 | -0.3 | 1 | 0 | 10 | -1 | -46 | 24
COc1cc2nc(CN(C)Cc3ccc(F)cc3)[nH]c(=O)c2cc1OC | 12 | 3 | -1.1 | 2 | 9 | 8 | 2 | 5 | -13
O=C(NCC(c1cccnc1)N1CCOCC1)c1ccco1 (stereo not given) | 0 | 2 | 1.6 | -4 | -2 | 7 | 2 | -4 | -30
Cc1ccc(NC(=O)CSC(C)c2nc3ccccc3c(=O)[nH]2)cc1 (stereo not given) | 5 | 3 | 1.4 | -4 | 3 | -9 | 0 | 2 | -19
N#CC1=C(N)Oc2nc(-c3ccccc3)[nH]c2C1c1cccnc1 (stereo not given) | 20 | 5 | -2.4 | -1 | -7 | -3 | -10 | 10 | -5
CCCC(CCC)C(=O)Nc1cccc(-c2cn3c(n2)SCC3)c1 | -1 | 20 | -0.8 | 1 | -3 | -2 | -8 | -10 | -11
CNC(=O)c1ccc(-c2ccc(OC)cc2)s1 | 34 | -16 | 1.7 | 0 | 3 | 6 | -5 | -80 | 0
Cc1ccc(C(=O)Nc2cccc(C(=O)O)c2)cc1 | 24 | 3 | -9.5 | -4 | -6 | nt | nt | 9 | 3
Cc1ccc(-c2csc(Cc3nc(-c4cc5ccccc5oc4=O)cs3)n2)cc1 | 8 | 6 | 3.0 | 0 | -2 | -3 | 13 | 4 | 3
Cc1cccc(C)c1NC(=O)CSc1nnc(-c2ccco2)n1N | 4 | 4 | -2.9 | -2 | -1 | 4 | -9 | 5 | -10
O=C(NCc1ccccc1)c1ccc(S(=O)(=O)Nc2cccc(C(F)(F)F)c2)cc1 | 8 | 5 | -1.4 | -3 | -3 | -2 | 6 | 25 | -6
COc1ccc(CCn2c(C)cc(C(=O)CSc3nnnn3-c3ccccc3)c2C)cc1OC | 11 | 13 | -1.7 | -6 | -4 | 12 | 14 | 59* | -2
CCC(=O)NC1(C(F)(F)F)C(=O)Nc2c1c(=O)[nH]c(=O)n2CC(C)C (stereo not given) | -5 | 5 | 0.1 | -6 | -3 | -1 | -5 | 25 | 11
O=C(Nc1cccc(S(=O)(=O)Nc2ccc(Cl)cc2)c1)c1ccccn1 | 48 | 8 | -0.1 | 0 | -4 | -4 | -7 | -2 | -1
CCOC(=O)c1ccc(CN(Cc2ccc(C)cc2)S(=O)(=O)c2cccc([N+](=O)[O-])c2)cc1 | 5 | -2 | -0.1 | -1 | 3 | -11 | 19 | -20 | -10
COc1cc(C(C)=O)ccc1OCC(=O)Nc1ccc2nc(C)sc2c1 | 16 | 1 | 0.3 | -1 | -1 | -2 | -8 | -14 | 2
Cc1ccc(CNC(=O)c2ccc(F)c(S(=O)(=O)N3CCOCC3)c2)cc1 | 15 | 7 | 0.3 | 11 | -3 | -1 | -7 | 17 | 4
O=C(NCCc1ccccc1)c1ccccc1NS(=O)(=O)N1CCCC1 | 25 | 26 | 3.5 | -5 | 5 | 6 | 5 | 4 | 13
COc1cccc(CNC(=O)CCC(=O)N2CCOCC2)c1 | -6 | 0 | 1.3 | -2 | -1 | 6 | -7 | 8 | 8
CS(=O)(=O)N(CC(=O)NCc1ccccc1Cl)C1CCCCC1 | 15 | 3 | -1.8 | -1 | -1 | -3 | -13 | 10 | -5
Cc1ccc(N=Cc2sc(O)c3ccccc23)c(C)c1 | 8 | 0 | 8.9 | 3 | 4 | 12 | -2 | -59 | -4
COC(=O)c1ccc(NC(=S)N2CCN(Cc3ccc(Cl)cc3)CC2)cc1 | 39 | 14 | -2.7 | -3 | -2 | -3 | -7 | 15 | 11
CCOC(=O)N1CCC(NC(=O)Cc2ccccc2)CC1 | -6 | -7 | 1.4 | -2 | -3 | 18 | -3 | 8 | -12

One compound at a time, as listed above. Order of values: tim23-1 inh | CCR6 antagonist | CHOP UPR activ | APJ ag | UPR XBP1 act | CXCR6 block | EBI2 block | Mdm2 MdmX PPI | APJ antag
O=C(Nc1cccc(S(=O)(=O)Nc2ccc(Cl)cc2)c1)c1ccccn1 is listed as 48 | 8 | -0.1 | 0 | -4 | -4 | -7 | -2 | -1
O=C(NCCc1ccccc1)c1ccccc1NS(=O)(=O)N1CCCC1 is listed as 25 | 26 | 3.5 | -5 | 5 | 6 | 5 | 4 | 13
COc1cc(C(C)=O)ccc1OCC(=O)Nc1ccc2nc(C)sc2c1 is listed as 16 | 1 | 0.3 | -1 | -1 | -2 | -8 | -14 | 2
COc1cccc(CNC(=O)CCC(=O)N2CCOCC2)c1 is listed as -6 | 0 | 1.3 | -2 | -1 | 6 | -7 | 8 | 8
CCOC(=O)c1ccc(CN(Cc2ccc(C)cc2)S(=O)(=O)c2cccc([N+](=O)[O-])c2)cc1 is listed as 5 | -2 | -0.1 | -1 | 3 | -11 | 19 | -20 | -10

Ordered by the number under CXCR6 block (descending): some entries from above
compound,CCR6 antagonist,APJ ag,CXCR6 block,EBI2 block,Mdm2 MdmX PPI,APJ antag
CCOC(=O)N1CCC(NC(=O)Cc2ccccc2)CC1,-7,-2,18,-3,8,-12
COc1cccc(CNC(=O)CCC(=O)N2CCOCC2)c1,0,-2,6,-7,8,8
CS(=O)(=O)N(CC(=O)NCc1ccccc1Cl)C1CCCCC1,3,-1,-3,-13,10,-5

Source: PubChem BioAssay
